OXTR agonist = human OXTR agonists, primary screen, fluorescence, CHO-OTR cells, Fluo-8 calcium | AID 2435, 2010 | Fluo-8 calcium fluorescence; normalized: DMSO 0%, oxytocin 100% | activation, % at 3 µM | 0.32% of 320,000 active | Oxytocin receptor (Homo sapiens), P30559;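 active = activation above the mean of all tested compounds plus 3 SD, cutoff set per screening run, cut at about 20% in these data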;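 note: peak over basal fluorescence ratio from a 100 s FLIPR kinetic read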
Target sequence (P30559 whole entry, looked up): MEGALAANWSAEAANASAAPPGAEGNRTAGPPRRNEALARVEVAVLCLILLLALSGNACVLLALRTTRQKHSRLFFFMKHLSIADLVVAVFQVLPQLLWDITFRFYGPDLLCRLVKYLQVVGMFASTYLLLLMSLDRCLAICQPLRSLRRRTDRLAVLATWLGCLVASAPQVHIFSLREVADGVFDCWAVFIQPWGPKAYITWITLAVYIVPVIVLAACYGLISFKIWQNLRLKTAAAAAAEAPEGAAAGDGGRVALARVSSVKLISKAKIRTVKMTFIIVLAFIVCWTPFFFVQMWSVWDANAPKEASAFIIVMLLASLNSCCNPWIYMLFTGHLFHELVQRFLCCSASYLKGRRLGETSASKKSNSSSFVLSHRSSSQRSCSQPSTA
V1aR counter = agonists of human V1a receptor, primary screen, counter-screen for OXTR agonist project, fluorescence, CHO-V1R cells; AID 2797, 2010; 0.25% of 320,000 active; activation, % at 3 µM; Fluo-8 calcium fluorescence, agonist mode; 0% DMSO, 100% 3 nM vasopressin;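 active = activation above the mean activation of all tested compounds plus 3 SD, per screening run, cut at about 20% in these data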;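 note: signal is peak over basal fluorescence ratio across a 100 second FLIPR read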
MEKK3 PB1 HTS = modulators of MEKK3-MEK5 PB1 binding, primary screen, biochemical, wildtype MEKK3, multiplex bead flow cytometry, Alexa488-MEK5 | Mitogen-activated protein kinase kinase kinase 3 (Homo sapiens), Q99759 | bead-based flow cytometry, Alexa488-MEK5 binding to MEKK3; actives lie on both sides; 0 = blocked by unlabeled MEK5, 100 = vehicle | binding response (% of control), % at 10 µM | 1.4% of 290,000 active | AID 1529, 2009;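 active = binding response more than 3 SD above or below the average of its plate-row segment, actives on both sides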;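 note: Alexa488 bead fluorescence after subtracting the streptavidin-only scavenger bead signal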
MEKK2 WT-MEK5 = modulators of MEK5 binding to wildtype MEKK2, primary screen, biochemical, multiplex bead flow cytometry, Alexa488-MEK5; Mitogen-activated protein kinase kinase kinase 2 (Homo sapiens), Q9Y2U5; Alexa488-MEK5 binding to MEKK2 WT; actives lie on both sides; binding response (% of control), % at 10 µM; 1.1% of 290,000 active; in the data active = binding response below about 67% or above about 130%
PHOSPHO1 block = PubChem AID 1565 | 1.1% of 290,000 active | recombinant PHOSPHO1, absorbance phosphatase assay | Phosphoethanolamine/phosphocholine phosphatase (Homo sapiens), Q8TCT1 | inhibition, % at 13.3 µM; in the data active = inhibition above about 60%
MEKK2 mut-MEK5 = MEK5 binding signal on mutant MEKK2 PB1, primary screen, biochemical, multiplex bead flow cytometry, Alexa488-MEK5. percent response, % at 10 µM. Alexa488-MEK5 binding to MEKK2 mutant. AID 1530, 2009. 0.35% of 290,000 active; in the data active = percent response above about 24%, passing the limit was not always enough; note: inactives centre near 1; some results filed as inactive read as strong as hits; reference of the scale not given here
NALP1 inh = NALP1 inflammasome inhibitors in reconstituted yeast, colorimetric, S. cerevisiae, triplicate retest. S. cerevisiae NALP1/ASC/caspase-1 growth, X-gal OD620, 72 h. inhibition, % at 10 µM. 0.61% of 280,000 active; in the data active = inhibition mostly above about 24%, no sharp cut-off; inactive = mostly below about 32%; note: some compounds called inactive have numbers as strong as hits
GPR7 antag = GPR7 receptor antagonists, primary screen, cell-based, fluorescence, single concentration | Neuropeptides B/W receptor type 1 (Homo sapiens), P48145 | GPR7-expressing cells, fluorescence antagonist assay | inhibition, % at 4.4 µM | 1.1% of 290,000 active; in the data active = inhibition above about 16%, passing the limit was not always enough;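 note: cells stimulated with the agonist NPW; 0% = agonist with vehicle and 100% = vehicle without agonist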
Target sequence (P48145 whole entry, looked up): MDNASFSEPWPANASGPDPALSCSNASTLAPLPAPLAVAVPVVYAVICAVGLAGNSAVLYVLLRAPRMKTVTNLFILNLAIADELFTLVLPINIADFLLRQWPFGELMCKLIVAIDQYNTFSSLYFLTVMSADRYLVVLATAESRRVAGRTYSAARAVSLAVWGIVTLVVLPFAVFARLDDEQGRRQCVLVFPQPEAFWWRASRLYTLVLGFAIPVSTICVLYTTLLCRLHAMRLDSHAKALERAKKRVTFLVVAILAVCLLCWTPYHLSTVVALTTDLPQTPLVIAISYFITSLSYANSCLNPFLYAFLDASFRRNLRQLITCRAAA
GalR3 antag = GalR3 antagonists in HEK293 cells, primary screen, cell-based, fluorescence readout | 0.44% of 360,000 active | HEK293 GalR3-CNG cAMP membrane potential fluorescence; galR3 body fused to GalR1 C-terminus | AID 651719, 2012 | inhibition, % at 3 µM;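 active = inhibition above the screen-wide average plus 3 SD, cut at about 13% in these data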;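 note: forskolin and galanin both at EC90 stimulate the cells; cAMP rise reported by CNG channel membrane potential dye signal; 0% = forskolin plus galanin with DMSO and 100% = forskolin alone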
Target sequence (O60755 1-299 limits assumed): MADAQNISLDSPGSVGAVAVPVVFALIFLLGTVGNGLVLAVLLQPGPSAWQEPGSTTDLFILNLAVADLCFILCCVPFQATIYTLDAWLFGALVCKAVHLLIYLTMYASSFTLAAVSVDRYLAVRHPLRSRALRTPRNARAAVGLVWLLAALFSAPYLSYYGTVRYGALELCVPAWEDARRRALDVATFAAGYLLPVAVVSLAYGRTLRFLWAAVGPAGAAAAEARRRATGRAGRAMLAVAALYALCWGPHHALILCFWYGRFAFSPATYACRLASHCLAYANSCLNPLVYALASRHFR
Numbers without * were called inactive; x = no result given.

SMILES	OXTR agonist	V1aR counter	MEKK3 PB1 HTS	MEKK2 WT-MEK5	PHOSPHO1 block	MEKK2 mut-MEK5	NALP1 inh	GPR7 antag	GalR3 antag
Cc1cccc(N2CCN(C(=O)c3cc4c(=O)n(C)c5ccccc5c4n3C)CC2C)c1 (configuration not stated)	-1.9	-2.0	97	96	13	-1	4	-3	x
CSc1ccccc1N=Cc1nc(-c2ccccc2)oc1O	-2.4	-0.8	99	90	28	-3	1	-6	-5
CCOc1cc(/C=C2\SC(=S)N(N3CCOCC3)C2=O)ccc1O	0.1	1.5	94	91	35	-7	x	-6	2
CCn1c(SCc2ccccc2Cl)nc2nc3c(cc2c1=O)CCCC3	x	x	100	106	-21	-2	21	4	0
O=C(c1cc2c(s1)CCCCC2)N1CCN(c2ncccn2)CC1	0.6	0.6	109	110	-20	9	-1	6	-9
O=C1CN(C(=O)COC(=O)c2cccc(OCc3ccccc3)c2)c2ccccc2N1	1.6	3.8	94	85	-3	-9	17	-5	-3
CS(=O)(=O)N1CCN(C(=O)c2ccccc2)C1	1.5	1.9	101	106	32	1	10	-2	-6
COc1ccc(N2CCN(C3CCCN(C(=O)CCN4CCCCO4)C3)CC2)cc1 (configuration not stated)	x	x	104	103	17	6	5	2	5
CN1c2ccsc2C(O)=C(C(=S)Nc2ccccc2)S1(=O)=O	-0.4	-0.9	102	102	94*	3	1	8	-1
COC(=O)c1sc(-c2ccccc2)cc1NC(C)=O	-0.6	0.0	94	94	52	-2	1	-8	-2
CC(C)(C)OC(=O)N1CCCC1C(=O)N1CCCC1C(=O)N1CCCC1C(=O)O (configuration not stated)	x	x	100	102	16	3	12	-2	-4
O=C(c1cc(-c2cccc(Cl)c2)on1)N1CCOCC1	1.1	1.1	104	106	32	4	17	-2	0
O=C(Nc1scc(-c2ccccc2)c1C(=O)O)c1ccccc1Cl	-0.5	2.4	99	96	29	2	12	-10	-12
N#Cc1cccc(NC(=O)c2nc(-c3ccccc3)n(-c3ccccc3)n2)c1	-2.1	-0.5	98	98	1	0	5	2	-6
CC(CNS(=O)(=O)c1ccc(Cl)cc1)n1cncn1 (configuration not stated)	-0.2	-0.4	99	104	39	3	13	-1	7
CCc1ccc(OCCNC(=O)OCc2ccccc2)cc1	-1.9	-0.7	95	95	9	-3	46	-8	9
O=C(Nc1ccccc1C(F)(F)F)C1CCCC1	0.0	-0.3	92	100	25	0	0	-11	-10
Cc1ccc(NC(=O)NC2(C(=O)NCc3ccco3)CCCCC2)cc1	-1.4	-0.3	96	98	-16	-2	16	-10	-6
Cc1ccc(NC(=O)C2CCN(C(=O)c3ccccc3C)CC2)cc1	-0.2	-0.1	99	101	-6	-1	39	-2	-6
CCN(CC(=O)NCc1ccc(F)cc1)C(=O)/C=C/c1ccc(OC)c(S(=O)(=O)NC(C)C)c1	0.2	0.1	103	105	22	9	6	8	-3
O=C(CCSCc1ccccc1Cl)NC1CCCCC1	-1.2	-1.2	101	98	-5	5	0	10	6
O=S(=O)(c1ccc(Cl)s1)N1CCN(Cc2ccccc2)CC1	-2.4	-1.5	98	99	21	6	4	-2	-1
O=C(CCCN1CCOC(c2ccccc2)C1)c1ccc(F)cc1 (configuration not stated)	-0.5	3.0	100	100	34	2	3	3	-7
CC1CCCC(NCC(O)COC(c2ccc(F)cc2)c2ccc(F)cc2)C1C (configuration not stated)	17	13	101	143*	40	7	21	56*	-13
CCOC(=O)c1c(NC(=O)CN2CCN(C(=O)c3ccco3)CC2)sc2c1CCCC2	-0.3	-0.3	105	99	-6	1	3	0	-4
SMILES	OXTR agonist	V1aR counter	MEKK3 PB1 HTS	MEKK2 WT-MEK5	PHOSPHO1 block	MEKK2 mut-MEK5	NALP1 inh	GPR7 antag	GalR3 antag
COCCNC(=O)C(c1ccc(C)o1)N(C(=O)C(=O)NC1CCCCC1)c1ccc(F)cc1 (configuration not stated)	-0.2	0.2	103	101	-1	-12	6	-13	-7
CCN(CC)S(=O)(=O)c1cc(-c2nnc(-c3ccc(Br)cc3)o2)ccc1Cl	-1.1	-0.1	96	93	-16	-4	6	-5	-4
CCOC(=O)c1[nH]nc2c1C(=O)N(Cc1ccccc1)C2=O	-2.8	-1.7	97	98	-7	-1	-14	-3	-2
C=CCNC(=S)N/N=C(\C)c1ccc(-n2ccnc2)cc1	0.9	1.2	100	97	-78	-1	6	-3	-4
CCN(CCn1cccn1)C(=O)CC1C(=O)NCCN1Cc1ccc(OC)c(OC)c1 (configuration not stated)	0.5	1.1	105	97	22	2	-2	-10	3
COc1cc2c(cc1OC)C(c1ccccc1C(F)(F)F)CC(=O)N2 (configuration not stated)	-0.1	-0.2	101	94	8	1	-3	-15	-7
O=C(NCc1ccccc1)N(Cc1cc2cc3c(cc2[nH]c1=O)OCO3)CC1CCCO1 (configuration not stated)	-0.8	-0.6	91	95	-12	-5	-7	-10	-6
O=C(Nc1ccc(Cl)c(C(F)(F)F)c1)NC1CC2CCCC(C1)N2C1CC1 (configuration not stated)	15	8.7	99	119	x	8	x	-1	-9
O=C(c1ccc(Cl)c(Cl)c1)N1CCCC1	-0.1	0.1	103	104	6	1	12	-6	-3
Cn1c(=O)c(C(=O)CSc2nnc(Nc3ccccc3)s2)c(N)n(Cc2ccccc2)c1=O	-1.3	-0.6	110	103	42	11	-1	-2	-2
COc1cc(/C=C/C(=O)Nc2ccc3nc4n(c(=O)c3c2)CCCC4)cc(OC)c1OC	-0.2	0.5	101	106	-21	5	8	-9	-3
Cn1c(=O)c2ncn(CC(=O)O)c2n(C)c1=O	0.7	0.1	97	99	51	10	14	-4	-6
OC(c1ccccc1)(C1CCCCC1)C(CN1CCOCC1)c1ccccc1 (configuration not stated)	1.3	-1.2	103	104	33	4	2	-48	-12
CCCCCCC(=O)N1CCN(c2cc3c(cc2F)c(=O)c(C(=O)O)cn3CC)CC1	-2.3	-1.4	102	102	x	10	x	-13	-6
CN1C2CCC1CC(NC(=O)CSc1ccc(C(C)(C)C)cc1)C2 (configuration not stated)	1.2	0.7	91	91	16	-23	10	-10	5
COc1ccc(C(CNC(=O)CN2C(=O)NC3(CC(C)CC(C)(C)C3)C2=O)N2CCOCC2)cc1 (configuration not stated)	-0.3	-0.2	96	91	12	-3	0	3	3
CC(C)CCSc1nc2c(c(=O)[nH]c(=O)n2C)n1CCCc1ccccc1	-1.9	-0.6	109	105	-40	6	24	-9	x
COC(=O)C1=C(C)N(CCc2ccc(OC)cc2)C(=O)C1	-0.3	0.0	99	100	11	5	-10	17	-1
CC(C)(C)C(=O)Cn1nc(Cl)nc1Cl	0.1	1.0	132*	124	15	2	2	0	-6
O=C(c1cccs1)N1N=C(c2ccccc2)CC1c1ccccc1O (configuration not stated)	-0.7	0.2	94	85	14	-9	-1	-9	-5
O=C(OCC(=O)N1CCc2ccccc21)c1ccc[n+]([O-])c1	0.5	-0.4	100	102	-4	0	-11	-7	1
CCOC(=O)CSc1nnc(CSc2nc3sc4c(c3c(=O)[nH]2)CCCC4)n1-c1ccccc1	-0.1	0.2	90	97	30	-3	6	-14	-3
O=C(O)c1ccc2nc(C(F)(F)F)[nH]c2c1	2.1	0.4	98	100	9	-1	19	-3	-4
O=C(COC(=O)c1ccccc1SCC(=O)N1CCCC1)Nc1ccccc1	2.5	4.9	106	101	10	5	15	5	-1
CCc1ccc(NC(=S)N(CCN2CCOCC2)Cc2ccccc2F)cc1	-2.1	-1.1	84	89	-12	-8	-2	-8	1

Filtered by structure: the compounds so far with a tert-butyl group
SMILES	OXTR agonist	V1aR counter	MEKK3 PB1 HTS	MEKK2 WT-MEK5	PHOSPHO1 block	MEKK2 mut-MEK5	NALP1 inh	GPR7 antag	GalR3 antag
CC(C)(C)OC(=O)N1CCCC1C(=O)N1CCCC1C(=O)N1CCCC1C(=O)O (configuration not stated)	x	x	100	102	16	3	12	-2	-4
CN1C2CCC1CC(NC(=O)CSc1ccc(C(C)(C)C)cc1)C2 (configuration not stated)	1.2	0.7	91	91	16	-23	10	-10	5
CC(C)(C)C(=O)Cn1nc(Cl)nc1Cl	0.1	1.0	132*	124	15	2	2	0	-6

Carrying on:
SMILES	OXTR agonist	V1aR counter	MEKK3 PB1 HTS	MEKK2 WT-MEK5	PHOSPHO1 block	MEKK2 mut-MEK5	NALP1 inh	GPR7 antag	GalR3 antag
Nc1c(C(=O)Nc2ccc(Cl)c(C(=O)O)c2)sc2nc3c(cc12)CCCC3	-0.4	1.9	102	104	-7	7	5	-3	1
CC1=CC(C)(C)[N+](C)=CN1c1ccccc1	0.5	0.1	92	90	-13	-2	31	-10	3
CCOC(=O)C1CSC(CC(=O)Nc2ccc(Cl)cc2)C(=O)N1 (configuration not stated)	0.5	1.1	101	99	20	4	x	-5	-9
Cc1nn(-c2ccccc2)c(/N=C/c2ccccc2O)c1-c1ccccc1	-1.8	0.4	94	98	4	-2	4	-2	6
Nc1cccc(-n2cccc2)c1	-1.8	-1.1	103	90	28	-10	9	-6	-5
C=CCNC(=O)NC(=O)COC(=O)CC(NC(N)=O)c1ccc(Cl)cc1 (configuration not stated)	-0.8	0.3	98	99	7	0	8	0	-1
COc1cc(C)c(NC(=S)Nc2ccc(Cl)c(Cl)c2)cc1OC	2.1	1.2	103	108	-8	21	11	-6	-2
O=C1c2ccccc2NC(c2cccc(F)c2)N1Cc1ccco1 (configuration not stated)	0.1	0.5	100	92	17	-5	25	-13	-9
COc1ccccc1CC(=O)Nc1ccc(S(=O)(=O)N2CCN(C)CC2)cc1	0.7	0.4	104	111	37	9	9	-12	-1
COC(=O)c1ccccc1NC(=O)c1cccc(COc2ccccc2Cl)c1	3.0	1.9	102	100	19	5	3	-4	-6
O=C(Cc1ccc2c(c1)OCCO2)N1CCN(c2ccccc2)CC1	0.5	0.1	98	93	-19	-3	7	20	-6
Cc1nc2ccccn2c1C(=O)NCc1ccc2c(c1)OCO2	6.7	8.0	96	97	12	-1	13	-1	-12
CCCn1c(CN2CCCCC2C)nc2c1c(=O)n(C)c(=O)n2C (configuration not stated)	-2.1	-0.1	100	99	-18	-1	34	-3	x
CCOc1ccc2c(c1)-c1c(ssc1=S)C(C)(C)N2C(=O)CSC1=NCCS1	-2.6	-0.3	105	107	-14	-2	7	-11	-4
COc1ccccc1N1CCN(C(=O)C2CCCN(S(=O)(=O)c3ccc4c(c3)oc(=O)n4C)C2)CC1 (configuration not stated)	14	14	97	99	22	4	20	5	-8
CCc1cccc(CC)c1NC(=S)NCCc1c(C)[nH]c2ccc(C)cc12	-0.4	-0.5	108	101	-33	-4	22	-7	0
Cc1cccc(CSc2nc3[nH]ncc3c(=O)[nH]2)c1	-0.1	1.2	98	97	28	-2	4	-12	8
O=C(CN1CCC(NC(=O)c2ccco2)CC1)Nc1ccccc1[N+](=O)[O-]	0.8	-0.7	94	94	40	2	18	5	x

Results in OXTR agonist (two entries from above):
SMILES	OXTR agonist
COc1ccccc1N1CCN(C(=O)C2CCCN(S(=O)(=O)c3ccc4c(c3)oc(=O)n4C)C2)CC1 (configuration not stated)	14
CCc1cccc(CC)c1NC(=S)NCCc1c(C)[nH]c2ccc(C)cc12	-0.4
